High-throughput results (PubChem BioAssay)
E-selectin induc: induces E-selectin expression in human endothelial cells | P16581 | HUVEC E-selectin immunofluorescence imaging; normalized: neutral wells 0, TNF-alpha wells 100 | activation, % at 7.58 µM | hit rate 0.37% among 260,000 | AID 686992;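 active = mean E-selectin-positive cell signal at least 10% of the positive control, reached in at least 60% of replicates, without over 20% cell loss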;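 note: in these data hits start at about 27%; measured in HUVEC primary endothelial cells; signal is the percent of cells scored E-selectin positive by PE staining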
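Test system: HUVEC | Signal: Immunofluorescence imaging | Read-out: Percent E-selectin-positive cells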
RAD54 inh: RAD54 (human) branch migration inhibition | Q92698 | RAD54 Holliday junction branch migration, FAM/BHQ fluorescence | inhibition, % at 10.4 µM | hit rate 0.14% among 360,000 | AID 602329;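 active = mean normalized replicate activity at least 40 and at least half of replicates scoring 40 or more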;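 note: 0% = median of neutral control wells and 100% = median of positive control wells; inhibitors cause a drop in the FAM fluorescence signal; in these data hits start at about 50%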
esBAF inh: blocks esBAF chromatin remodeling in mouse ES cells. Bmi1-luciferase knock-in reporter, 24 h; 100% = twice the neutral-well signal. reporter increase, % at 12.5 µM. hit rate 2% among 350,000; in the data active = activation above about 40%;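 note: 0% = median of the plate's neutral control wells and 100% = double that signal; a rise in the Bmi1 reporter signal indicates esBAF inhibition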
EWS-Fli inh: inhibitors of EWS/Fli oncoprotein transcriptional activity | hit rate 0.67% among 350,000 | A673 NR0B1-luciferase reporter, viability-normalised | inhibition, % at 12.6 µM;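 active = mean inhibition of at least 50% after viability correction, with every replicate also passing that limit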;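 note: firefly luciferase signal divided by Alamar Blue viability fluorescence both relative to DMSO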
RAD52 inh: RAD52 (human) annealing inhibition; recombinant RAD52 DNA annealing, FRET fluorescence; inhibition, % at 18.7 µM; hit rate 0.46% among 360,000; AID 651710;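 active = every replicate showing at least 50% inhibition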
Target sequence (P43351 whole entry, looked up): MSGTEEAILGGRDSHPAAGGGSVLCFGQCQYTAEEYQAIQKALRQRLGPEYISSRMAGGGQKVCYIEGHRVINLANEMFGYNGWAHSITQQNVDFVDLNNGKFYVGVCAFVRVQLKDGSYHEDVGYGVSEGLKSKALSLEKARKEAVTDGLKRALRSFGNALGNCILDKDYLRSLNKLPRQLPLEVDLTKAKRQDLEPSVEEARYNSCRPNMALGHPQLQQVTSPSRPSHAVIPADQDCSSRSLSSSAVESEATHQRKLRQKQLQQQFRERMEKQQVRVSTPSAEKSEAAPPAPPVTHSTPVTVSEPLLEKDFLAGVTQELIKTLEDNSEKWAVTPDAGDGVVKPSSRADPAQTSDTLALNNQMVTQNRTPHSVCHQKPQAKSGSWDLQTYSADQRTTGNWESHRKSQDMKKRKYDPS
S100A4 MyoIIA: blocks human S100A4 binding to myosin IIA peptide. S100A4/TAMRA-MyoIIA peptide fluorescence polarization. hit rate 0.14% among 360,000. inhibition, % at 10.7 µM. P26447;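 active = mean inhibition of at least 70% across replicates, with every replicate also reaching that level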
Target sequence (P26447 whole entry, looked up): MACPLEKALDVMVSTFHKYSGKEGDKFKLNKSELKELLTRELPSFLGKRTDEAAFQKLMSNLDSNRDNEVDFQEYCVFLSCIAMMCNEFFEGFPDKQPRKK
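Test system – S100A4 monomer (human) · Compound – single-point compound testing · Schedule – 5 min incubation before reading · Probe or stimulus – TAMRA-labelled myosin IIA heavy-chain peptide probe, 5 nM · Benchmarks – neutral control DMSO, positive control TFP · Medium – Calcium-containing HEPES buffer, pH 7.2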
FN deposit inh: fibronectin deposition inhibition; AH1F fibroblasts, Alexa488-fibronectin deposition fluorescence, overnight; inhibition, % at 12.6 µM; hit rate 0.086% among 350,000; AID 743247;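 active = mean inhibition across replicates of 30% or more, regardless of how many single replicates reach that level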;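 note: positive control wells lacked labelled fibronectin entirely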
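material = AH1F fibroblast monolayer depositing Alexa488-labelled fibronectin into matrix | amount = 10000 AH1F cells/well | buffer or medium = DMEM plus 2% serum, read in PBS | incubation = 1 h cell adhesion before compound, then overnight fibronectin incubation | detection = fluorescence at 485 nm excitation, 525 nm emission | evaluation = percent inhibition as loss of matrix-bound fibronectin fluorescence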
XiGFP reactiv: X-chromosome reactivation activator | XiGFP mouse fibroblasts, % GFP-positive cells imaging, 3 d; cells co-treated with 5-aza-dC sensitizer; scaled so ellipticine positive control = 100% | hit rate 0.055% among 360,000 | activation, % at 7.58 µM | AID 743238;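 active = mean normalized replicate activation at least 10% and every replicate at or above 10%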;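 note: 0% = median of on-plate neutral control wells and 100% = ellipticine 6 µM median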
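Assay system – SV40-immortalized XiGFP fibroblast cells, line 68-5-11 · Buffer or medium – DMEM supplemented with 5-aza-dC as sensitizing agent · Dosing – one concentration, pinned · Benchmarks – positive control ellipticine, 6 µM final · Times – 3 days compound exposure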
Active calls of the source: *; / = no result given.

SMILES | E-selectin induc | RAD54 inh | esBAF inh | EWS-Fli inh | RAD52 inh | S100A4 MyoIIA | FN deposit inh | XiGFP reactiv
CO[C@H]1CN(C)C(=O)c2ccc(NC(=O)Nc3cc(Cl)cc(Cl)c3)cc2OC[C@H](C)NC[C@@H]1C | -0.1 | / | / | -5 | 37 | -5 | 15 | 0.4
CCc1cccc(NC2c3ccccc3C(=O)N2c2ccc(C)cn2)c1 (configuration not stated) | / | -2 | 17 | -13 | -13 | -2 | -1 | 0.2
COC(=O)c1ccccc1S(=O)(=O)N(CCCO)Cc1cc2c(C)ccc(C)c2[nH]c1=O | / | / | -10 | -9 | -1 | -4 | / | /
CNC(=O)c1ccc(Nc2nc(-c3ccccc3)nc3ccccc23)cc1 | / | -5 | 9 | -5 | -5 | 7 | 7 | 0.2
COc1cccc(C(O)c2ncc(-c3ccc(C(F)(F)F)cc3)[nH]2)c1 (configuration not stated) | 1.0 | 5 | 0 | 4 | -5 | 1 | 4 | 0.0
COc1ccc(Cn2c(=O)oc3ccccc32)cc1F | 4.1 | -4 | 2 | -5 | 5 | -3 | -7 | 0.0
O=C(Nc1ccc2c(c1)[C@@H]1C[C@@H](CC(=O)N3CCOCC3)O[C@@H](CO)[C@@H]1O2)Nc1ccccc1F | -0.2 | 5 | -1 | 6 | -5 | -2 | 8 | 0.1
Cc1cc(Nc2cccc(Cl)c2C)n2ncnc2n1 | -0.2 | 0 | -14 | -1 | -16 | 0 | 1 | 0.2
Cc1ccc(-c2nc(NC(=O)CSc3nnc(C)s3)ns2)cc1 | -0.2 | -1 | 27 | -32 | 1 | -2 | -24 | 0.3
CSc1ccc(C(=O)N2CCC(n3nccc3NC(=O)C3CC3)CC2)cc1 | -0.1 | -1 | -3 | / | -10 | 3 | -3 | 0.0
CC(C)NC(=O)N[C@@H]1CC[C@@H](CC(=O)NCc2ccc(Oc3ccccc3)cc2)O[C@@H]1CO | -0.3 | -3 | -1 | 1 | 9 | -6 | -1 | -0.2
O=C(Nc1ccccc1F)N1CCCCN2[C@H](CO)[C@@H](c3ccc(/C=C/c4ccccc4)cc3)[C@@H]2C1 | -0.2 | 18 | 8 | -7 | 48 | -4 | 1 | 0.0
O=C(Cc1ccccn1)N1CC(=O)N2[C@H](CO)[C@@H](c3ccc(C#CC4CCCCC4)cc3)[C@@H]2C1 | 0.1 | / | / | 3 | -5 | -2 | -7 | 0.2
O=C(c1ccc(S(=O)(=O)N2CCCC2)cc1)N(Cc1ccco1)C1CCS(=O)(=O)C1 (configuration not stated) | 3.5 | / | -1 | 4 | -5 | 0 | 1 | 0.0
CCN(C(=O)C1CCCN(c2ncnc3c2nc2n3CCCCC2)C1)c1cccc(Cl)c1 (configuration not stated) | / | 5 | 7 | / | -9 | -4 | 18 | 0.1
COc1ccc(NC(=O)CSc2nnc(-c3ccncc3)n2C)cc1 | / | / | / | 3 | -7 | 4 | 5 | 0.0
Cc1nn(-c2ccc(Cl)cc2)c(Cl)c1/C=N/NC(=O)c1ccc(NS(=O)(=O)c2cccs2)cc1 | 0.2 | 8 | 14 | 0 | -22 | -6 | -1 | 0.9
Cn1cc(CCNC(=O)C2CCC(=O)N(CCc3ccc(Cl)cc3)C2)cn1 (configuration not stated) | / | 3 | 7 | / | -13 | -2 | -2 | 0.4
COc1ccc(C)cc1NC(=O)CCN1CCN(c2ccccc2)CC1 | 0.0 | / | / | 9 | -7 | 11 | -8 | -0.1
COc1ccc(NC(=O)c2cc([N+](=O)[O-])ccc2NC(=O)CNCc2ccccn2)c(OC)c1 | / | -3 | 17 | -7 | -14 | -15 | 4 | 0.1
CCN1C(=O)[C@H]2[C@@H](c3ccc(-c4ccccc4)cc3)N3CCCC[C@@]3(C(=O)OC)[C@H]2C1=O | 0.0 | 4 | 6 | -6 | -11 | 2 | -5 | 0.0
O=C(/C=C/c1ccc2c(c1)OCO2)Nc1ccc(Cl)cn1 | / | / | / | -54 | 2 | 10 | 2 | 0.6
CC(C)NC(=O)Nc1ccc2c(c1)C(=O)N([C@H](C)CO)C[C@H](C)[C@@H](CN(C)Cc1ccc(C(=O)O)cc1)OCCCC[C@@H](C)O2 | -0.1 | 0 | -7 | -2 | -15 | 5 | -5 | 0.0
Cc1cc(-c2ccc(C)c(S(=O)(=O)NCCCN(Cc3ccccc3)C(C)C)c2)on1 | / | -7 | -10 | / | -23 | -4 | -23 | 0.0
C[C@H]1CCCCO[C@H](CN(C)C(=O)CCCN(C)C)[C@@H](C)CN([C@@H](C)CO)C(=O)c2cc(NS(=O)(=O)c3ccc(F)cc3)ccc2O1 | 0.1 | -1 | 10 | -3 | 8 | 13 | -6 | 0.3
Fc1ccc(Nc2c3c(nc4ccccc24)CCC3)cc1 | 3.1 | 6 | -26 | 20 | 1 | -3 | -15 | 0.0
O=C(C[C@H]1CC[C@@H]2NC[C@@H](O)COC[C@H]2O1)NCCc1ccncc1 | 1.3 | 4 | -2 | -2 | / | / | 0 | 0.2
COCCN(C[C@H]1[C@H](c2ccccc2)[C@@H](CO)N1C(C)=O)C(=O)c1ccccc1 | 0.5 | 3 | -2 | 3 | 13 | -5 | / | 0.0
O=C(N[C@H]1CC[C@@H](CCNS(=O)(=O)c2cccc(Cl)c2)O[C@@H]1CO)c1ccccc1 | 1.0 | 0 | 4 | 2 | 4 | -3 | / | -0.5
NC(=O)CC(NC(=O)Cc1cccc2ccccc12)c1ccc(NCC2CC2)c([N+](=O)[O-])c1 (configuration not stated) | 0.0 | 5 | -1 | -8 | / | / | 2 | 0.0
CCC(=O)c1c[nH]c(C(=O)N2CCOCC2)c1 | 0.2 | 3 | / | 5 | -8 | -5 | / | -0.1
COc1cc(S(=O)(=O)n2cnc(C)c2)ccc1Br | / | 2 | 0 | 8 | -19 | -15 | 1 | 0.3
O=C(CN1CCCCCC1)Nc1cc(C(F)(F)F)ccc1Cl | -0.1 | 6 | -1 | -11 | -12 | 0 | -1 | 0.0
COc1ccc(NC(=O)Nc2ccc3c(c2)C(=O)N([C@H](C)CO)C[C@H](C)[C@@H](CN(C)C(=O)Nc2ccc(F)cc2)OCCCC[C@@H](C)O3)cc1 | 0.0 | 5 | -1 | -12 | 4 | 3 | -2 | -0.1
O=C(N/N=C/c1cccn1-c1ccc(O)cc1)c1cccc2ccccc12 | / | -4 | -6 | 4 | -46 | 7 | 11 | 0.0
CN(C)S(=O)(=O)c1cccc(NC(=O)COC(=O)COc2ccccc2[N+](=O)[O-])c1 | / | / | / | -3 | 8 | 1 | -3 | 0.2
CN1CCN(c2nnc(-c3ccc(Cl)cc3)c3ccccc23)CC1 | 0.3 | -4 | -7 | -12 | -7 | -23 | 4 | 0.0
CCCCn1nnnc1C(c1cc2ccccc2o1)N1CCCN(C(=O)OC(C)(C)C)CC1 (configuration not stated) | -0.8 | / | / | -49 | -14 | -6 | -9 | -0.1
O=C(Cc1cccc([N+](=O)[O-])c1)Nc1ccc(C(=O)N2CCCCC2)cc1 | -0.1 | -2 | 10 | -4 | -20 | 12 | -1 | 0.0
C[C@@H]1CCCCO[C@@H](CN(C)S(=O)(=O)c2cccs2)[C@@H](C)CN([C@H](C)CO)C(=O)c2cc(NC(=O)Cc3ccccc3)ccc2O1 | -0.1 | 0 | 4 | 1 | / | / | / | 0.2
C[C@@H]1ON(C)[C@H]2C[C@H]3c4cc(N5CCCCC5)ccc4CCN3C[C@@H]12 | 0.1 | / | / | -5 | -4 | 1 | 6 | 0.6
O=C(Nc1cccc(C(F)(F)F)c1)C(=O)N1CCCCC1 | / | 0 | 23 | -16 | 3 | -4 | 1 | 0.0
C[C@H](CO)N1C[C@H](C)[C@H](CN(C)C(=O)Nc2ccc3c(c2)OCO3)Oc2ncc(-c3cncnc3)cc2C1=O | -0.3 | 7 | -2 | 3 | -5 | -4 | / | 1.4
CC(=O)c1ccc(OCC(=O)Nc2ccccc2C(=O)NC2CC2)cc1 | 0.1 | -7 | -4 | / | -10 | -3 | 4 | -0.1
C[C@@H]1CN([C@H](C)CO)C(=O)c2cc(NC(=O)Nc3ccc4c(c3)OCO4)ccc2O[C@@H]1CN(C)Cc1ccc(Oc2ccccc2)cc1 | 0.0 | -4 | -3 | 17 | -4 | -21 | -5 | -0.1
COc1ccc(S(=O)(=O)Nc2ccc3c(c2)C(=O)N([C@@H](C)CO)C[C@H](C)[C@H](CN(C)Cc2ccc(C(F)(F)F)cc2)O3)cc1 | 0.1 | 0 | -4 | 3 | -32 | 1 | / | -1.0
COc1ccccc1Oc1ccc2c(c1)C(=O)N(CC(=O)O)C2=O | / | 8 | -3 | / | -1 | -2 | / | /
O=C(CSc1n[nH]c(=O)[nH]c1=O)Nc1ccc(C(=O)O)cc1 | -1.2 | / | / | 6 | 4 | 0 | 2 | 0.0
O=C(CSc1nccc(-c2cccs2)n1)Nc1ccc(F)c(Cl)c1 | / | / | 3 | 10 | -12 | -3 | 1 | 0.1
Cc1ccc(CNC(=O)NCc2ccccc2)cc1 | / | / | / | -7 | -18 | 2 | / | 0.0

(listing goes on)
SMILES | E-selectin induc | RAD54 inh | esBAF inh | EWS-Fli inh | RAD52 inh | S100A4 MyoIIA | FN deposit inh | XiGFP reactiv
Cc1ccc(NC(=O)Nc2cccc(C)n2)cc1 | 0.7 | 6 | 4 | -119 | -4 | 1 | 7 | 0.0
C[C@H](CO)N1C[C@H](C)[C@H](CN(C)Cc2ccc(C(=O)O)cc2)Oc2cc(/C=C/c3ccccc3)ccc2S1(=O)=O | 0.0 | -7 | 3 | -26 | 0 | 8 | / | 0.5
C[C@@H]1CCCCO[C@H](CN(C)Cc2ccc(C(=O)O)cc2)[C@@H](C)CN([C@H](C)CO)C(=O)c2cc(NC(=O)C3CCCCC3)ccc2O1 | 1.3 | 2 | 4 | -5 | 15 | 2 | / | -0.1
COc1ccc(N2C(=O)c3ccccc3C2=O)cc1 | 3.2 | 0 | 15 | 2 | -3 | 0 | -5 | 0.2
NC(=S)NN=C1CCCCC12CCCC2 | / | -8 | -6 | 2 | -1 | -1 | -7 | 0.1
C[C@@H]1CCCCO[C@H](CN(C)Cc2ccc(C(F)(F)F)cc2)[C@@H](C)CN([C@@H](C)CO)C(=O)c2cc(NC(=O)Nc3ccc4c(c3)OCO4)ccc2O1 | -0.1 | 7 | -2 | 50 | 13 | -6 | / | 0.2
O=S(=O)(c1ccc2[nH]ccc2c1)N1CCCCCC1 | -0.2 | 1 | 7 | 2 | -5 | -2 | 4 | 0.1
Nc1nc2c(ncn2[C@@H]2O[C@H](CNC(=O)[C@H](N)C3CCCCC3)[C@@H](O)[C@H]2O)c(=O)[nH]1 | 0.1 | -7 | 5 | 4 | -21 | -2 | 2 | -0.1
CCCNC(=O)N[C@@H]1C=C[C@@H](CC(=O)NCCc2ccccc2)O[C@H]1CO | -0.2 | 7 | 5 | 7 | -6 | 16 | -10 | 0.1

Among those listed so far, 2 have a furan ring, fused or not:
SMILES | E-selectin induc | RAD54 inh | esBAF inh | EWS-Fli inh | RAD52 inh | S100A4 MyoIIA | FN deposit inh | XiGFP reactiv
O=C(c1ccc(S(=O)(=O)N2CCCC2)cc1)N(Cc1ccco1)C1CCS(=O)(=O)C1 (configuration not stated) | 3.5 | / | -1 | 4 | -5 | 0 | 1 | 0.0
CCCCn1nnnc1C(c1cc2ccccc2o1)N1CCCN(C(=O)OC(C)(C)C)CC1 (configuration not stated) | -0.8 | / | / | -49 | -14 | -6 | -9 | -0.1
